Autophagy mod – alters autophagy in cells; 190,000 compounds, 0.98% hits; MEF GFP-LC3 puncta imaging; test concentration mostly 10 µM; calls only at 10 µM (by protocol);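 active = percentage of spot-positive cells more than 3 SD above its plate mean, without a fluorescence outlier flag or 80% toxicity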;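 also: spot-positive cell cutoff set from DMSO-treated cells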
Hep lipid drop – hepatic lipid droplet formation modulation; AML12 mouse hepatocytes, oleate lipid droplets, BODIPY imaging; inhibition, % at 6.5 µM; AID 1656; 240,000 compounds, 0.4% hits;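 active = lipid droplet intensity inhibited by at least 50%, with more than 500 cells counted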
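Test system: AML12 hepatocytes (mouse); reagent: oleate loading, 100 µM; dosing: one dose, 6.5 µM compound; incubation: overnight exposure; signal: fluorescence imaging, 20x objective, two fields per well; read-out basis: % inhibition of corrected integrated BODIPY droplet signal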
MT stabilize HCS – microtubule stabilizers in HeLa cells; AID 2205; 200,000 compounds, 0.83% hits; % tubulin-high responders, % at 10 µM; HeLa tubulin immunostaining HCS, 24 h; share of cells brighter than vehicle mean+2SD;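 active = plate Z-score above 3 for both tubulin-high and condensed-nucleus cell shares, with cell loss under 80%, at 10 µM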;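 also: anti alpha tubulin signal scored within the nucleus-defined area of each cell; some results filed as inactive read as strong as hits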
M17LAP inhibition – P. falciparum M17LAP inhibitors, primary screen, biochemical, fluorogenic H-Leu-NHMec substrate, 1536-well (AID 1619) | recombinant M17LAP, H-Leu-NHMec fluorogenic kinetic assay; higher % means a stronger effect | one-dose inhibition, % at 30 µM; IC50 in µM for titrated hits | 220,000 compounds, 0.38% hits;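 active = compound inhibiting the enzyme by more than half at any dose during confirmatory dose-response retesting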;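 also: plate controls were full reaction with DMSO carrier for no effect and no enzyme background for full effect; strong numbers were not always called active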
Yfh1-off respiration – enhancers of respiration in Yfh1-depleted yeast, dose response, Friedreich's ataxia, plus single-dose screen (AID 1465); S. cerevisiae Yfh1-off respiration, WST-1 reduction, 72 h; higher fold induction means a stronger effect; 220,000 compounds, 0.074% hits; one-dose fold induction at 50 µM; EC50 in µM for titrated hits;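 active = fold induction of absorbance versus untreated yeast above a set limit, then at least 30% activation at any dose in follow-up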;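 also: activators that raise dye reduction in frataxin-depleted yeast; strong numbers were not always called active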
Dynein transport – dynein cargo transport inhibition. 220,000 compounds, 0.47% hits. 3617.4 mouse cells, GR-EGFP nuclear translocation imaging; test concentration mostly 20 µM; stimulated with dexamethasone, 1 µM; active compounds read low. z-score, hits read low. AID 1381;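 active = plate z-score of nuclear minus cytoplasmic receptor signal below a set negative limit, without overly bright fluorescence or cell loss, cut at about -3.5 in these data, passing the limit was not always enough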;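 also: z-score of nuclear minus cytoplasmic ring GR-EGFP intensity difference per well; some compounds called inactive have numbers as strong as hits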
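Buffer or medium – tet-free medium with charcoal-stripped serum · Signal – automated 10x imaging of fixed Hoechst-stained cells · Also added – dexamethasone agonist, 1.0 µM final, for 30 min · Incubation – induction 48 h, compound 1 h, agonist 30 min · Read-out – GR-EGFP nuclear translocation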
CSM14.1 death rescue – protection against thapsigargin-triggered cell killing – 384-well, CSM14.1, ATP luminescence, primary screen (AID 1222) | CSM14.1 thapsigargin-induced death rescue, ATP luminescence; higher % means a stronger effect | 190,000 tested, under 10 active | one-dose cellular ATP content (survival), % at 20 µM; EC50 in µM for titrated hits;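 active = EC50 below 50 µM in the dose-response confirmation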;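 also: death triggered by thapsigargin at about 15 µM added after 2 h compound pretreatment; cell ATP read after overnight thapsigargin exposure of roughly 18 to 22 hours; normalized against plate controls of thapsigargin alone and 5% DMSO vehicle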
Ins promoter up – MIN6 insulin promoter up-regulation. MIN6 insulin promoter-GFP reporter, high-content imaging; active compounds read high. z-score at 5 µM. 190,000 compounds, 0.3% hits;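 active = z-score above 3 at 5 µM with at least 500 cells counted in the well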
M1AAP inhibition – malaria alanyl aminopeptidase activity blockers – biochemical, fluorogenic H-Leu-NHMec substrate, 1536-well (AID 1445); 220,000 compounds, 0.42% hits; recombinant M1AAP, H-Leu-NHMec fluorogenic kinetic assay; higher % means a stronger effect; inhibition, % at 30 µM; hits with a dose series show IC50 in µM;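 active = primary inhibition above the hit cutoff, then over 50% inhibition at one or more dose response concentrations, cut at about 23% in these data, passing the limit was not always enough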;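 also: plate controls were DMSO full reaction for no effect and no enzyme background for full effect; strong numbers were not always called active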
Dynein transport cytoplasmic EGFP – also measured in Dynein transport; calls as there; z-score; measured here: cytoplasmic GR-EGFP intensity; active compounds read high
Dynein transport nuclear GR-EGFP – second read-out of Dynein transport, no call of its own (marks repeat the call); z-score; measured here: nuclear GR-EGFP intensity;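 lower value marks the stronger effect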
Dynein transport cell count – recorded beside Dynein transport, whose call it bears; z-score; measured here: cell count per field
Ins promoter up cell count – further read-out of Ins promoter up, marked with its call; cell count; measured here: cytotoxicity, nuclei count;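 total cells summed across four imaged fields per well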
Hep lipid drop cells 6.5 µM – recorded beside Hep lipid drop, whose call it bears; cell count; measured here: cell count, cytotoxicity flag;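 cells counted across two imaged fields per well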
MT stabilize HCS Hoechst-high % – also measured in MT stabilize HCS; calls as there; % Hoechst-high responders; measured here: nuclear condensation Hoechst responders;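 share of cells brighter than vehicle mean plus two SD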
MT stabilize HCS cytotoxicity % – further read-out of MT stabilize HCS, marked with its call; toxicity, %; measured here: cytotoxicity by cell density;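 0% = mean cell density of plate MIN control wells and 100% = no cells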
Autophagy mod cell loss 18 h – also measured in Autophagy mod; calls as there; toxicity, %; measured here: cell loss, nuclei count;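 cell loss after 18 h compound exposure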
* = called active by the depositor; i = inactive; x = not tested or not shown; & = joins results of further samples.

SMILES	Autophagy mod	Autophagy mod cell loss 18 h	Hep lipid drop	Hep lipid drop cells 6.5 µM	MT stabilize HCS	MT stabilize HCS Hoechst-high %	MT stabilize HCS cytotoxicity %	M17LAP inhibition	Yfh1-off respiration	Dynein transport	Dynein transport cytoplasmic EGFP	Dynein transport nuclear GR-EGFP	Dynein transport cell count	CSM14.1 death rescue	Ins promoter up	Ins promoter up cell count	M1AAP inhibition
O=C(O)C1CC(=O)N(Cc2ccc(F)cc2)C1 (centres undefined)	i	5	-1	790	3.4	1.0	0.7	7%	i	0.2	-0.25	0.52	0.51	-1.4%	0.06	1130	6%
CN1CCC(N(C)C(=O)COc2ccccc2-c2ccccc2)CC1	i	-4	x	x	3.3	1.6	10	1%	i	1.5	-0.18	0.77	-0.68	-0.3%	-1.8	1040	-2%
Cc1cc(C)cc(N2CCCn3c2nc2c3c(=O)n(CCN3CCOCC3)c(=O)n2C)c1	i	-8	-28	619	2.3	1.5	6.8	0%	i	0.1	0.066	0.81	-2	x	0.2	1204	-1%
CCOC(=O)N1CCC(NC(=O)c2cc(S(=O)(=O)N3CCOCC3)ccc2F)CC1	i	2	-1	665	4.0	1.5	8.4	-2%	i	-0.17	-0.21	0.68	1.1	2.8%	0.15	1025	6%
Cc1ccc2nc3ccc(N4CCCC4)nn3c(=O)c2c1	i	6	x	x	2.7	1.9	1.8	-7%	i	-0.17	-0.34	-0.14	-0.29	-1.6%	0.18	1569	4%
CCN1C(=O)CC(NCc2ccc(S(N)(=O)=O)cc2)C1=O (centres undefined)	x	x	-15	618	x	x	x	7%	i	1.3	-0.18	0.61	-0.56	x	-0.42	975	-1%
O=C(N/N=C/CCc1ccccc1)c1ccccc1	i	-30	x	x	2.6	1.6	7.1	-5%	i	-0.086	-0.14	0.66	0.13	-1.0%	0.71	1558	4%
Cc1ccc(N2CC(C(=O)NC3=NCCS3)CC2=O)cc1 (centres undefined)	i	-6	x	x	1.9	1.6	7.5	-3%	i	1.1	-0.033	0.51	-0.41	-1.1%	-0.19	971	8%
Cn1ncc2c(NCc3ccccc3)ncnc21	i	0	34	786	7.6	3.2	5.3	-4%&-8%	i	-0.35&-0.14	-0.24&-0.27	0.041&-0.11	0.12&0.8	2.6%	0.26&-0.56	1041&1014	2%&1%
O=C(Nc1ccccc1)Nc1cc(OCC(F)(F)F)cc(OCC(F)(F)F)c1	i	16	-8	603	1.5	1.0	9.2	4%	i	0.31	-0.18	-0.25	0.53	5.9%	-2.2	701	-3%
CC(C)Oc1cc2oc(=O)c3c(c2cc1Cl)CCC3	i	-5	21	702	3.5	1.9	6.3	-8%	i	-0.028	-0.23	-0.045	0.5	-2.5%	0.26	1352	1%
O=C(CN1CCOCC1)Nc1ccccc1Sc1ccc(Cl)cc1	i	11	3	719	2.1	2.3	14	5%	i	0.38	-0.18	0.37	-1	-0.6%	-0.5	1465	-2%
Cc1cc(SCC(N)=O)nc(SCC(=O)c2ccccc2)n1	i	-4	4	708	4.2	1.5	7.1	2%	i	-0.23	-0.24	-0.84	0.5	x	2.5	1147	10%
COC(=O)c1c(F)c(F)c(N2CCOCC2)c(F)c1F	i	-14	11	731	4.1	2.0	2.9	0%	i	-0.62	0.075	0.069	0.16	2.2%	-0.42	1250	1%
O=C(C1CCN(c2nnc(-n3cccc3)s2)CC1)N1CCc2ccccc2C1	x	x	-15	712	2.2	2.0	6.6	8%	i	0.7	-0.088	0.78	-0.82	2.0%	-0.11	1276	11%
COCCNC(=O)C(OC(=O)c1nsc(Cl)c1Cl)C(C)C (centres undefined)	i	13	23	700	2.6	3.3	0.5	-10%	i	1.1	-0.24	0.9	-0.64	-5.3%	0.17	1299	-2%
COC(=O)C(NC(=O)c1c(C)nn(C)c1Cl)c1ccccc1 (centres undefined)	i	-1	-4	683	4.4	1.1	6.3	-3%	i	1.1	-0.32	0.29	-0.36	1.5%	0.15	1495	-3%
O=C(O)Cc1c(-c2ccccc2)c2cc(Br)ccc2[nH]c1=O	x	x	2	729	x	x	x	22%	i	-0.56	-0.21	-0.32	1.3	x	-0.04	987	22%
Cc1ccc(C(=O)NC(=S)Nc2ccc3c(c2)OCCO3)c(C)c1	i	-6	x	x	1.8	1.2	13	4%	i	-0.79	-0.23	-0.79	1.3	-0.5%	-0.21	1607	11%
O=C(COC(=O)CNC(=O)C1CCCCC1)Nc1ccc(Cl)cn1	i	-4	x	x	2.9	2.2	3.4	8%	i	-0.36	-0.18	-0.034	0.38	x	x	x	10%
COc1ccc(OC)c(C(=O)COC(=O)c2ccc(C)o2)c1	i	19	x	x	2.5	1.9	2.5	7%	i	-0.56	-0.14	0.092	0.72	0.5%	0.7	1113	11%
COc1ccc(OC)c(CN2CCCC(C(=O)c3ccccc3SC)C2)c1 (centres undefined)	i	23	-42	698	3.7	1.2	5.5	-3%	i	-0.49	-0.23	-0.27	0.33	-3.2%	-1.3	1574	-2%
Cc1ccc(S(=O)(=O)c2cc3c(=O)n4ccccc4nc3n(CC3CCCO3)c2=N)cc1C (centres undefined)	i	9	-23	629	4.9	3.9	3.5	-1%	i	-0.17	-0.27	-0.31	-0.45	-2.1%	0.54	1361	20%
CSc1nc(-c2ccccc2F)c(C#N)c(=O)n1C	i	14	5	703	3.5	2.5	3.5	2%	i	-1.1	-0.15	-0.49	0.49	x	-1.4	1318	4%
Cc1ccc(S(=O)(=O)N2CCOCC2)cc1NC(=O)CSc1nnc(N)s1	i	-2	5	696	3.2	2.8	7.6	0%	i	1.5	-0.16	1.1	-1.8	0.5%	-0.16	1162	6%
SMILES	Autophagy mod	Autophagy mod cell loss 18 h	Hep lipid drop	Hep lipid drop cells 6.5 µM	MT stabilize HCS	MT stabilize HCS Hoechst-high %	MT stabilize HCS cytotoxicity %	M17LAP inhibition	Yfh1-off respiration	Dynein transport	Dynein transport cytoplasmic EGFP	Dynein transport nuclear GR-EGFP	Dynein transport cell count	CSM14.1 death rescue	Ins promoter up	Ins promoter up cell count	M1AAP inhibition
CS(=O)(=O)c1ccc(Cl)c(NC(=O)COC(=O)/C=C/c2cnc3ccccc3n2)c1	x	x	0	705	x	x	x	6%	i	-0.46	-0.23	-0.46	0.2	x	-1	1417	-2%
CC(=O)OC1c2ccccc2C(=O)N1Cc1ccccc1 (centres undefined)	i	18	x	x	6.4	3.3	8.5	1%	i	0.53	-0.17	0.36	-0.41	-1.1%	0.05	887	-8%
Cc1cc(C)c2c(N=CN(C)C)c(C(=O)N3CCN(c4ncccn4)CC3)sc2n1	x	x	x	x	1.9	1.5	4.7	9%	i	-0.4	-0.22	0.099	0.13	-0.8%	-0.38	1169	13%
O=C(COC(=O)c1n[nH]c(=O)c2ccccc12)c1ccc(Cl)cc1	i	35	x	x	2.0	1.9	10	3%	x	-0.25	0.93	0.59	-0.098	-2.5%	0.12	1605	0%
O=C(NCc1ccco1)c1ccccc1Nc1ccc(F)cc1	i	-10	-2	719	3.1	2.4	3.9	4%	i	-0.64	-0.2	-0.061	0.5	-1.4%	-1.1	1253	7%
COc1n[nH]c(C(=O)Nc2cc(F)ccc2C)c1[N+](=O)[O-]	i	-7	55*	732*	2.0	2.4	2.4	12%	i	0.15	-0.31	-0.34	0.47	-0.6%	0.81	1345	5%
O=S(=O)(c1ccc(Cl)nc1)N1CCN(c2ncccn2)CC1	x	x	-8	648	x	x	x	7%	i	-0.37	0.32	-0.16	0.5	x	0.17	1207	2%

Shown as a markdown table: four of the compounds above
| structure | Autophagy mod | Autophagy mod cell loss 18 h | Hep lipid drop | Hep lipid drop cells 6.5 µM | MT stabilize HCS | MT stabilize HCS Hoechst-high % | MT stabilize HCS cytotoxicity % | M17LAP inhibition | Yfh1-off respiration | Dynein transport | Dynein transport cytoplasmic EGFP | Dynein transport nuclear GR-EGFP | Dynein transport cell count | CSM14.1 death rescue | Ins promoter up | Ins promoter up cell count | M1AAP inhibition |
| --- | --- | --- | --- | --- | --- | --- | --- | --- | --- | --- | --- | --- | --- | --- | --- | --- | --- |
| Cc1cc(SCC(N)=O)nc(SCC(=O)c2ccccc2)n1 | i | -4 | 4 | 708 | 4.2 | 1.5 | 7.1 | 2% | i | -0.23 | -0.24 | -0.84 | 0.5 | x | 2.5 | 1147 | 10% |
| COC(=O)c1c(F)c(F)c(N2CCOCC2)c(F)c1F | i | -14 | 11 | 731 | 4.1 | 2.0 | 2.9 | 0% | i | -0.62 | 0.075 | 0.069 | 0.16 | 2.2% | -0.42 | 1250 | 1% |
| O=C(C1CCN(c2nnc(-n3cccc3)s2)CC1)N1CCc2ccccc2C1 | x | x | -15 | 712 | 2.2 | 2.0 | 6.6 | 8% | i | 0.7 | -0.088 | 0.78 | -0.82 | 2.0% | -0.11 | 1276 | 11% |
| COCCNC(=O)C(OC(=O)c1nsc(Cl)c1Cl)C(C)C (centres undefined) | i | 13 | 23 | 700 | 2.6 | 3.3 | 0.5 | -10% | i | 1.1 | -0.24 | 0.9 | -0.64 | -5.3% | 0.17 | 1299 | -2% |

Compound activity: PubChem, several laboratories
